TAG inh: inhibitors of triacylglycerol accumulation | H9c2 cells, Nile Red lipid (TAG) fluorescence; cells loaded with 200 µM oleic acid | inhibition, % at 12.5 µM | actives 0.66% (n = 230,000) | AID 651582;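 active = pattern-corrected inhibition of lipid staining of at least 50% with the nuclear-stain viability signal not falling by more than 50%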;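 note: 0% = DMSO wells and 100% = triacsin C control wells; some results filed as inactive read as strong as hits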
TAG inh DAPI viability: further read-out of TAG inh, marked with its call; DAPI nuclei signal change (viability), lower = more cytotoxic, %;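 whole-well DAPI fluorescence read on a plate reader as a viability signal; minus 50 percent equals half of cells still viable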
Active calls of the source: *. Some of the compounds tested (hit frequency here may not be typical).

Compound | TAG inh DAPI viability | TAG inh
CCOC(=O)c1ccc2c(c1)n(CC)c(C)[n+]2CC | 2.3 | -14.6
CCN(CC)CCC(c1ccc2c(c1)OCO2)c1c(OC)cc(OC)c2ccc(=O)oc12 (centres undefined) | -3.2 | 10.4
Cc1cs/c(=N\N=C2CCCCC2)n1Cc1ccco1 | -2.7 | -4.8
COc1cc2[nH]c(=S)n(C3CC3)c(=O)c2cc1OC | -5.5 | 9.5
O=C(NCc1ccc2c(c1)OCO2)c1cccnc1 | -7.9 | 11.6
CN(CCOc1ccccc1)CC(=O)Nc1cccc(Br)c1 | 1.6 | -16.9
O=C(NC1CCCC1)C1CCN(S(=O)(=O)c2cccc3cccnc23)CC1 | -0.6 | -4.5
COc1ccc(-c2noc(CCC(=O)NCCN(C)Cc3ccccc3)n2)cc1 | 4.4 | -3.4
COc1cccc(C(=O)CN2CCN(S(=O)(=O)c3ccc(Br)cc3)CC2)c1 | 3.9 | 2.8
COc1ccccc1C(=O)NC1CC(C)(C)NC(C)(C)C1 | 6.5 | -4.6
CCCCC(=O)N(C)c1c(C)nc2ccc(C(=O)N(C)Cc3ccco3)cn12 | -6.6 | 7.3
Cc1ccc(C)c(SCC(=O)c2ccc[nH]2)c1 | 11.3 | -7.0
CCCOc1ccc(C(C)=O)cc1CC(C(=O)OCC)C(=O)OCC | 3.4 | 33.2
CCOC(=O)N1CCN(C(=O)CNC(=O)c2nn(-c3ccc(OC)cc3)c(=O)c3ccccc23)CC1 | 2.8 | 20.3
Cc1cc(C)c(C#N)c(SCC(=O)Nc2cc(C)on2)n1 | 14.4 | -4.2
O=C(c1ccc(F)cc1)N(Cc1ccccc1)C1CCS(=O)(=O)C1 (centres undefined) | 6.0 | 4.4
Cc1ccc(-c2cc(C(=O)OCC(=O)Nc3cc(C)on3)c3ccccc3n2)c(C)c1 | 0.5 | 1.9
Cc1cc(/C=C2\SC(=S)NC2=O)c(C)n1-c1cccc(O)c1 | -1.3 | 9.6
O=C(CCl)Nc1cccc(CP(=O)(c2ccccc2)c2ccccc2)c1 | -21.2 | 34.0
CCCCCCn1c(=O)n2n(c1=O)[C@@H]1CN(S(=O)(=O)c3ccc(C)cc3)C[C@]1(O)[C@@H](OC(=O)NCc1ccco1)C2 | -3.5 | 4.5
CC1CN(C(=O)CCNC(=O)c2ccccc2Cl)CC(C)O1 (centres undefined) | 3.8 | 11.6
Cc1c(NC(=O)CN2C(=O)c3cccc4cccc2c34)c(=O)n(-c2ccccc2)n1C | -0.1 | 5.8
CC1(C)CC(=O)C(C(=O)c2ccccc2)C(=O)C1 | -0.4 | -15.2
O=C(O)CCC(=O)N1N=C(c2cccs2)CC1c1cccc([N+](=O)[O-])c1 (centres undefined) | -0.6 | 1.7
O=C1CN(c2nc(-c3cccnc3)nc3scc(-c4ccccc4)c23)CCN1 | -5.9 | -2.9
CN(C(=S)NC(=O)C1CCCC1)c1ccccc1 | 5.3 | -5.8
COc1cccc(N2CCN(C(=S)Nc3ccc(C)cc3C)CC2)c1 | 7.1 | -5.3
O=C(O)Cn1c(SCc2ccccc2)nc2ccccc21 | 13.0 | -9.9
C#CCOCCOCCOCCNc1nc(N2CCN(C(=O)CCCCCCCCCCNC(=O)Cn3cc(CCCCCN)nn3)CC2)nc(N2CCN(C(=O)CCCCCCCCCCNC(=O)Cn3cc(CCCCCN)nn3)CC2)n1 | 6.0 | -48.1
CCCCn1nc2cc(C(=O)NCc3cc(C(F)(F)F)cc(C(F)(F)F)c3)ccc2c1OCC | 38.8 | 13.1
Cn1nc(C(F)(F)F)cc1C(=O)O | -6.8 | 3.5
Cc1ccc(C(O)P(=O)(OC(C)C)c2ccc(N(C)C)cc2)cc1 (centres undefined) | 17.2 | -15.8
C#CCN(C[C@H]1[C@H](OC(=O)NCC2CCCCC2)[C@H](OC(=O)NCC2CCCCC2)C[C@H]2C(=O)N(c3ccccc3)C(=O)[C@@H]12)S(=O)(=O)c1ccc(C)cc1 | -1.9 | -20.3
CCN(CC)c1ccc(NC(=O)COC(=O)CCC(=O)c2ccc(F)cc2)cc1 | -2.3 | -3.7
COc1cccc(CN=c2c([N+](=O)[O-])nn(-c3ccccc3C)n2O)c1 | 4.8 | 0.2
CCc1ccc(NC(=O)CC2C(=O)NCCN2C(=S)Nc2ccccc2)cc1 (centres undefined) | 5.4 | -1.0
CCCCOCCCNC(=O)c1ccc([N+](=O)[O-])c(C)c1 | -10.8 | 0.7
O=C(O)c1ccccc1NS(=O)(=O)c1cccc2cccnc12 | -20.6 | 9.4
CCCS(=O)(=O)N1CCN(Cc2ccco2)CC1 | 0.4 | -20.3
CN(C)S(=O)(=O)c1cccc(NC(=O)c2cc3ccccc3o2)c1 | 0.6 | 40.0
Cc1ccc(C(=O)NCC(=O)N2CCC(Cc3ccccc3)CC2)cc1 | 0.6 | 2.0
COCCn1c(SCC(=O)N2CCCCC2)nc2c(c1=O)SC(C)C2 (centres undefined) | -0.3 | 5.4
COc1ccc(-c2[nH]ncc2CN2CCC(N3CCSCC3)CC2)cc1F | 11.9 | 3.5
COc1ccc(C2CC(c3ccccc3)=NN2c2ccc(/C=N/NC(=O)c3ccncc3)cc2)cc1 (centres undefined) | 14.2 | 10.8
COc1cccc(C2/C(=C(/O)c3ccccc3)C(=O)C(=O)N2Cc2ccco2)c1 (centres undefined) | 5.7 | -12.0
O=C(O)c1ccc(CN2C(=O)c3ccccc3S2(=O)=O)cc1 | -7.7 | -6.2
Cc1nc2ccccc2c2c1CC(C(C)(Cl)Br)O2 (centres undefined) | -5.1 | -22.1
CCOc1ccc(NC(=O)CSc2nc(=O)n(CCCN3CCOCC3)c3c2CCC3)cc1 | -5.9 | 7.0
Cc1csc(NC(=O)CS(=O)(=O)Cc2ccccc2)n1 | -3.9 | 7.2
Cn1cc(S(=O)(=O)CC(=O)N2CCc3ccccc32)c2ccccc21 | -1.9 | -3.8
COc1cccc(-n2c(Cc3cc(=O)[nH]c(=O)[nH]3)nnc2SCC(=O)NC2CCCC2)c1 | -4.3 | 3.9
Cc1ccc(NC(=O)c2cc(S(=O)(=O)N3CCCC3)cn2C)cc1 | -3.9 | 6.3
O=C(c1nc2ccccc2s1)N1CCSCC1 | 0.5 | -21.6
CC(NC(=O)COc1ccccc1)C(=O)N1CCN(c2ccccc2)CC1 (centres undefined) | -5.4 | 1.2
O=C(COc1coc(CN2CCN(c3ccccc3)CC2)cc1=O)N1CCc2ccccc21 | 13.5 | -20.5
O=C(NC1CCN(C(=O)Nc2cccc(F)c2)CC1)C1CCCCC1 | 11.9 | -9.5

(further entries)
Compound | TAG inh DAPI viability | TAG inh
CCO[C@@H]1OC(C(=O)N2CCN(C)CC2)=C[C@H](c2csc3ccccc23)[C@H]1CCCO | -2.3 | 10.6
Cc1ccc(S(=O)(=O)N2CCN(C(=O)COc3ccc(-c4nnco4)cc3)CC2)cc1 | 4.1 | -11.6
CCC1CCCCN1S(=O)(=O)c1ccc(C(=O)Nc2nnc(C3CC3)o2)cc1 (centres undefined) | -2.1 | 28.7
c1ccc2c(c1)CCCn1nnnc1-2 | -0.8 | 2.6
CCOc1ccc(C(=O)CCC(=O)NCC(=O)Nc2c(C)cccc2C)cc1 | 9.1 | -8.0
CCCCOc1ccc(C(=O)Nn2c(-c3cccs3)nc3ccccc3c2=O)cc1 | 1.0 | -55.7
COC(=O)c1sc(SC)c(S(=O)(=O)C(C)C)c1N | -0.8 | 3.0
O=C(C1CCCO1)N1CCN(C(=S)Nc2cc(F)cc(F)c2)CC1 (centres undefined) | 2.6 | -6.5
O=C1CN(/N=C/c2ccc([N+](=O)[O-])o2)C(=O)N1 | -5.6 | 6.7
COc1cccc(C(=O)Oc2cc(N)n(S(=O)(=O)c3ccc(C)cc3)n2)c1OC | -0.1 | -5.3
COc1ccc(CC(=O)Nc2ccccc2N2CCCC2)cc1 | -3.4 | -19.0
CCOC(=O)c1ccc(NC(=O)C(=O)NCc2ccc(/C=C(/C#N)C(=O)NCCOC)o2)cc1 | -3.6 | 6.3
CS(=O)(=O)N(CC(=O)N1CCN(c2ccccc2)CC1)c1cccc(Br)c1 | 7.5 | -7.9
Cc1c(NC(=O)C(C)OC(=O)/C=C/c2ccco2)c(=O)n(-c2ccccc2)n1C (centres undefined) | -6.6 | -8.5
O=C(O)c1ccccc1C(=O)N1N=C2/C(=C/c3cccc([N+](=O)[O-])c3)CCCC2C1c1cccc([N+](=O)[O-])c1 (centres undefined) | -3.6 | -9.3
COc1cccc(C(=O)NN2CC(O)=C(c3nc4ccccc4s3)C2=N)c1 | 13.5 | 3.8
Cc1cccc(OCc2nnc(SC(C)C(=O)O)n2-c2ccccc2)c1 (centres undefined) | 3.8 | 2.2
Cc1ccc(/C=C\c2nccc3c2[nH]c2ccccc23)cc1 | 70.0 | 4.4
COc1ccc(Cl)cc1NC(=O)CN1CCC(n2nnc3cc(F)ccc32)CC1 | -3.2 | 2.6
Cn1c(SCC(=O)Nc2ccccc2)nc2ccccc2c1=O | 12.2 | -14.2
Cc1ccc(/C=C2/SC(=S)N(c3ccc(S(=O)(=O)Nc4nccs4)cc3)C2=O)cc1 | 1.1 | 1.5
OCCC1CN(CC#Cc2ccccc2)CCN1Cc1ccccc1F (centres undefined) | -7.6 | 12.4
CC1CCCC(NC(=O)CSc2nnc(C(F)(F)F)n2C)C1C (centres undefined) | 0.3 | 12.3
CC(=O)Cc1cc(O)c2ccccc2c1OC(=O)c1ccc(Br)cc1 | -26.6 | 31.8
CCCNc1nc(Nc2ccc(C)cc2)nc(N2CCCC2)n1 | -11.1 | 39.5
O=C(O)CCC(=O)c1ccc2sc3ccccc3c2c1 | 1.5 | 2.0
CC(C)CN(C(=O)COC(=O)Cc1c[nH]c2ccccc12)C1CCS(=O)(=O)C1 (centres undefined) | -9.3 | 11.3
CC1(c2nnc(Cc3ccccc3)o2)CC(c2ccc(Br)cc2)=NO1 (centres undefined) | -11.5 | 27.8
Cc1cc(-n2c(C)cc(C(=O)COC(=O)CN=C3NS(=O)(=O)c4ccccc43)c2C)no1 | 0.1 | -3.2
COC(=O)c1c(NC(=O)C2COc3ccccc3O2)sc2c1CCN(Cc1ccccc1)C2 (centres undefined) | 24.9 | 11.2
O=C(CCCOc1ccc(Cl)cc1)NCC1CCCO1 (centres undefined) | 0.6 | -6.8
CC1CC(C)CN(CCCOc2ccccc2[N+](=O)[O-])C1 (centres undefined) | 4.0 | -0.8
CCCCOc1ccc2c(c1)/C(=C(\C(Cl)=C(Cl)Cl)[N+](=O)[O-])N2 | 7.7 | -9.3
COc1ccc(C(=O)NC2CC2)cc1OC1CCN(Cc2ccccc2O)CC1 | -2.5 | 8.2
COc1cc(/C=C2\C(=N)N3N=C(C)SC3=NC2=O)cc(OC)c1OCCOc1ccccc1C | -2.9 | 6.4
Cc1ccc(S(=O)(=O)N2c3cc(C)ccc3OCC2C(C)(C)C)cc1 (centres undefined) | -13.7 | 28.7
Cc1cc2nccc(-c3ccncc3)n2n1 | -2.4 | -4.4
Cn1c(C(=O)c2ccccc2[N+](=O)[O-])nc2ccccc21 | 5.7 | -7.5
CCCCN(C)C(=S)Nc1ccsc1C(=O)OC | -5.5 | 0.4
CCc1ccccc1NC(=O)NC1CC2CCC(C1)N2Cc1ccco1 (centres undefined) | -6.8 | -3.9
O=C(COC(=O)c1ccc(F)cc1Cl)NCc1ccco1 | 0.7 | 2.1
CCC1Oc2ccccc2N(CC(=O)N2CCCC2)C1=O (centres undefined) | -4.6 | 2.5
CC(=O)Nc1ccc(NC(=O)c2cccc(C(=O)OC(C)C)n2)cc1 | 2.1 | -6.6
CCOC(=O)C1=C(C)N(C)C(=O)NC1c1c(C)nn(-c2ccccc2)c1C (centres undefined) | 0.8 | 9.1
COc1ccc(S(=O)(=O)n2nc(OC(=O)c3ccccc3)cc2N)cc1 | 1.1 | -19.8
CN(CC(=O)Nc1cccc(S(=O)(=O)NC2=NCCCCC2)c1)Cc1ccc(C(C)(C)C)cc1 | 3.4 | 5.3
CCC(C)NC(=O)CN(c1ccc(Cl)c(Cl)c1)S(C)(=O)=O (centres undefined) | 12.7 | -15.1
CCCCOc1ccc(C(=O)Nc2ccc(CN3CCOCC3)cc2)cc1 | 2.4 | -8.2

5 entries picked at random from the list so far, as already listed:
Compound | TAG inh DAPI viability | TAG inh
O=C(COC(=O)c1ccc(F)cc1Cl)NCc1ccco1 | 0.7 | 2.1
CCC(C)NC(=O)CN(c1ccc(Cl)c(Cl)c1)S(C)(=O)=O (centres undefined) | 12.7 | -15.1
CCCCOc1ccc(C(=O)Nc2ccc(CN3CCOCC3)cc2)cc1 | 2.4 | -8.2
CCC1Oc2ccccc2N(CC(=O)N2CCCC2)C1=O (centres undefined) | -4.6 | 2.5
CCOC(=O)C1=C(C)N(C)C(=O)NC1c1c(C)nn(-c2ccccc2)c1C (centres undefined) | 0.8 | 9.1

(further entries)
Compound | TAG inh DAPI viability | TAG inh
CCC(C)(C)n1nnnc1C(c1ccncc1)N1CCC(C)CC1 (centres undefined) | -3.9 | 1.8
CCCCC1CCC(C(=O)N(CC(C)C)c2c(N)n(CCCC)c(=O)[nH]c2=O)CC1 (centres undefined) | 2.5 | -0.9
O=C(NCCCN1CCCC1=O)C1CCN(S(=O)(=O)c2c(Cl)cccc2Cl)CC1 | 5.1 | -5.1
COc1ccccc1-c1cc(NC=O)c2ncc(-c3cccc(C(C)=O)c3)n2c1 | -9.3 | 15.4
O=C(/C=C/c1ccc(Cl)cc1)NCc1ccco1 | 8.2 | -6.8
O=C(OCCc1cc2ccccc2c(=O)o1)c1cccs1 | -0.1 | -1.9
O=C(O)CCN1C(=O)C2C3c4ccccc4C(c4ccccc43)[C@@H]2C1=O (some centres undefined) | 1.1 | -3.7
COC(=O)c1nc2n(n1)C(c1ccccc1OC)C1=C(CCCC1=O)N2 (centres undefined) | -0.1 | 3.7
CCCCNC(=O)C1(C)CCN1C(=O)c1oc2ccccc2c1C (centres undefined) | -68.8 | 122.5
CC(=O)N1CCN(CC(=O)Nc2c(Cl)ccc(C)c2Cl)CC1 | -0.4 | 10.8
O=C1CC(N2CCN(c3ccc(F)cc3)CC2)C(=O)N1c1ccccc1 (centres undefined) | -0.1 | -8.9
O=C1NC2(CCCCC2)C(=O)N1Cc1cc(=O)n2ccsc2n1 | 2.0 | 8.4
